Screens: PubChem BioAssay, National Center for Advancing Translational Sciences (NCATS)
KDM5B inh = blocks human KDM5B histone demethylase activity. Q9UGL1. KDM5B demethylase, FDH-coupled NADH fluorescence (FDH is formaldehyde dehydrogenase). Potency, µM (doses to about 57.7 µM), without a hit: at the highest dose activity change, negative = inhibition, most hits filed as inhibitors. 220,000 tested, 2.6% active; active = well fitted inhibition curve with a large enough effect; inconclusive = small, poorly fitted or top-dose-only effect; inactive = no such curve, though single readings can be large or run the other way; also: 0% is about no effect; nearly all actives have a fitted effect of over 70% in size
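Here, H3K4me3 peptide (12.5 µM in substrate mix) is demethylated by KDM5BΔAP, 200 nM final, after 10 min compound exposure. Formaldehyde product is coupled through FDH (0.25 U/mL in mix) to NADH fluorescence; 30-min ΔRFU feeds dose-response curves.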
* = called active by the depositor; i = inactive; ? = inconclusive; & = joins results of further samples; [ ] = remark or other dose. Potency is read from the fitted curve at half-maximal effect.

KDM5B inh	compound
?	O=C(CSC1=Nc2ccccc2C2=NC(Cc3ccccc3)C(=O)N12)Nc1ccccc1F (configuration not stated)
?	COC(=O)c1c(C)[nH]c(-c2ccc(F)cc2OC)c1C1C(=O)Nc2ccc(F)cc21 (configuration not stated)
?	CCCN(C)c1nccnc1OC1CCN(C(=O)c2ccnn2C)C1 (configuration not stated)
-2%	CC(=O)c1c(C)[nH]c(C(=O)C(C)OC(=O)c2ccc(Cl)cc2F)c1C (configuration not stated)
?	CCc1noc(C)c1C(=O)Nc1sc2c(c1C#N)CCC(CC)C2 (configuration not stated)
-25%	Clc1ccc(-c2nc(N3CCCC3)c3ccccc3n2)c(Cl)c1
?	Cc1csc(NC(=O)c2nc3c(o2)CCN(Cc2ccc(C#N)cc2)CC3)n1
?	Cc1cc(C)c(S(=O)(=O)NCCc2sc(-c3cccc(F)c3)nc2C)c(C)c1
-37%	COc1ccc(CNC(=O)c2nnn3cc(C)[nH]c(=O)c23)cc1
-10%	COc1cc(C(=O)Oc2ccc3c(c2)CCC3)cc(Cl)c1OCC(C)C
-26%	O=C1c2ccccc2CCC1C(Sc1ccccc1)c1ccc(Cl)cc1 (configuration not stated)
-26%	O=C(NCc1cccnc1)C(=O)Nc1nc(C23CC4CC(CC(C4)C2)C3)cs1
-1%	O=C(O)c1ccc(-c2ccccc2F)o1
0%	Cc1cc(O)c2c(C)c(CC(=O)NCc3ccco3)c(=O)oc2c1
16%	Cc1cc(SCC(=O)N(CCC#N)CCC#N)nc2c(C)cccc12
?	CCN(CC)S(=O)(=O)c1ccc(C(=O)N=c2sc3cccc(OC)c3n2C)cc1
?	CCOC(=O)c1cc(S(=O)(=O)N2CCN(c3cccc(C)c3)C(C)C2)[nH]n1 (configuration not stated)
-6%	Cc1ccc2oc(=O)cc(-c3cc4ccccc4o3)c2c1
-13%	C=CCNC(=O)NC(C)CC (configuration not stated)
-1%	Cc1cc(C)cc(N(C(=O)c2csnn2)C(C(=O)NC2CCCCC2)c2ccncc2)c1 (configuration not stated)
?	CC1=C[C@@H](CNCc2ccccn2)[C@H](C(C)C)C[C@H]1Cc1nnc(-c2ccccc2F)o1
2%	O=C(N/N=C/c1ccccc1Cl)C1CC1
-20%[86.2 µM]	C=CCNC(=O)N[C@H]1CO[C@H]2[C@@H]1OC[C@@H]2Nc1nccc(C(C)(C)C)n1
-15%	O=C1/C(=C/c2ccc(Cl)cc2Cl)C(c2ccccc2)Oc2ccccc21 (configuration not stated)
16%	O=C1/C(=C/c2ccc3ccccc3c2)CCc2ccccc21

Given with each value named: part of the list above
Cc1cc(C)cc(N(C(=O)c2csnn2)C(C(=O)NC2CCCCC2)c2ccncc2)c1 (configuration not stated)
  KDM5B inh: -1%
CC1=C[C@@H](CNCc2ccccn2)[C@H](C(C)C)C[C@H]1Cc1nnc(-c2ccccc2F)o1
  KDM5B inh: ?

Returning to the listing; the 5 compounds before the break are reprinted first.
KDM5B inh	compound
?	CC1=C[C@@H](CNCc2ccccn2)[C@H](C(C)C)C[C@H]1Cc1nnc(-c2ccccc2F)o1
2%	O=C(N/N=C/c1ccccc1Cl)C1CC1
-20%[86.2 µM]	C=CCNC(=O)N[C@H]1CO[C@H]2[C@@H]1OC[C@@H]2Nc1nccc(C(C)(C)C)n1
-15%	O=C1/C(=C/c2ccc(Cl)cc2Cl)C(c2ccccc2)Oc2ccccc21 (configuration not stated)
16%	O=C1/C(=C/c2ccc3ccccc3c2)CCc2ccccc21
-14%	Cc1nc2ccc(S(=O)(=O)N(CC(=O)N3CCCCC3)Cc3ccccc3)cc2s1
3%	Cc1nc(N2CCC(NC(=O)c3nn(C)c4ccccc34)CC2)cc(C(F)(F)F)n1
?	CCSc1nc2ccccc2c(OCc2cc(C(=O)OC)ccc2OC)c1C(=O)OC
-15%	N#CCc1ccc(OCc2cccc(N)c2)cc1
-11%	COc1cccc(NCc2nnc(C(=O)N3CCC[C@@H]3c3ccc(Br)cc3)n2Cc2ccccc2)c1
-4%	N#C/C(=C/c1ccoc1)c1nc(-c2ccc(C3CCCCC3)cc2)cs1
-8%	CC(C)C(=O)N1CCN(C(=O)CCc2c[nH]c3ccccc23)CC1
i	Cc1nnc(NC(=O)c2cccc3c2ccn3C)s1
-10%	COC(=O)c1ccc(NS(=O)(=O)c2ccc3ccccc3c2)cc1
2%	COc1ccc(C)cc1C(C)NC(=O)c1cc(=O)[nH]c2ccccc12 (configuration not stated)
-2%	C=CCn1cnc2c(sc3nc(C)cc(C)c32)c1=O
4%	COc1ccc(C)cc1C(C)NC(=O)Cc1c[nH]c2ccccc12 (configuration not stated)
-14%	Cc1cc(C(=O)Nc2ccc(SC3CCCC3)cc2)c(C)o1
-17%	COCC(=O)Nc1nc2c(s1)C[C@@H]1[C@](C)(CO)[C@H](O)CC[C@@]1(C)[C@@H]2CC(=O)NCc1ccccc1
-12%	Cc1cccc(C(=O)N2CCCCCNC(=O)[C@@H]3CCC[C@@H]32)c1
22%	COC(=O)c1ccc(CN2C(=O)[C@@H]3C[C@@H](O)CN3C3(CN(Cc4ccccc4Cl)C3)C2=O)cc1
15%	CN(C)C(=O)CN1CCN(C(C(=O)O)c2c[nH]c3ccccc23)CC1 (configuration not stated)
6%	CCN(CC)S(=O)(=O)c1ccc2c(c1)nc(CN(C)C(=O)Nc1ccc(C)c(F)c1)n2C
?	COc1ccc2c(c1)c1c(c(=O)n(-c3ccccc3C)c(=O)n1Cc1c(F)cccc1Cl)n2C
-11%	Cc1noc(C)c1CC(=O)N1CCCC(c2noc(COc3ccccc3F)n2)C1 (configuration not stated)
?	COC(=O)CC1Oc2ccc(F)cc2-n2cc(-c3ccc(Cl)cc3)nc21 (configuration not stated)
19%	COc1cc(CNC(C)(C)CO)cc(Cl)c1OCc1cccs1
18%	COc1cc(C(=O)Nc2ncccc2C)cc(Cl)c1OCC(C)C
0%	COc1ccc(C2C(C#N)=C(N)N(c3c(F)cccc3F)C3=C2C(=O)CCC3)cc1OC (configuration not stated)
16%	CC(Sc1cccc[n+]1[O-])C(=O)Nc1ccc(C(N)=O)cc1 (configuration not stated)

Five compounds drawn at random from the list so far, as already listed:
KDM5B inh	compound
-15%	N#CCc1ccc(OCc2cccc(N)c2)cc1
-12%	Cc1cccc(C(=O)N2CCCCCNC(=O)[C@@H]3CCC[C@@H]32)c1
2%	COc1ccc(C)cc1C(C)NC(=O)c1cc(=O)[nH]c2ccccc12 (configuration not stated)
-10%	COC(=O)c1ccc(NS(=O)(=O)c2ccc3ccccc3c2)cc1
-17%	COCC(=O)Nc1nc2c(s1)C[C@@H]1[C@](C)(CO)[C@H](O)CC[C@@]1(C)[C@@H]2CC(=O)NCc1ccccc1

(further entries)
KDM5B inh	compound
1%	CN(Cc1ccc(Oc2ncccn2)cc1)CC1CCN(CCc2ccc(F)cc2)CC1
?	ClCC(Cl)C[n+]1cccc2ccccc21 (configuration not stated)
?	CC1(COCC2CC2)COc2ccc(C(=O)NCc3ccc4c(c3)OCO4)cc2N1 (configuration not stated)
6%	CN1C(C(=O)N2CCN(c3ccccc3)CC2)=CC(c2ccc(F)cc2)=NS1(=O)=O
4%	COc1cc(C2C(C#N)=C(N)OC3=C2C(=O)CC(C)(C)C3)ccc1OC(=O)N1CCOCC1 (configuration not stated)
-4%[86.2 µM]	O=[S+]([O-])(Nc1ccccc1)c1ccc2c(c1)OCCN(Cc1ccc(F)cc1)C2
-77%	CCOc1ccc(CCNC(=O)c2cn(CC)c3ccc(S(=O)(=O)N4CCc5ccccc5C4)cc3c2=O)cc1OCC
-8%&-12%	O=C(c1cccc(Cl)c1)N1CCC(c2nn(-c3ccc(F)cc3)c(=O)[nH]2)CC1
7%	COCCN(Cc1cccs1)S(=O)(=O)c1cccc(C(=O)O)c1
-14%	Cc1noc(C)c1COc1ccc(CC(=O)Nc2ncc(Cc3ccccc3)s2)cc1
-7%	COC(=O)c1c(COC(=O)c2ccc(N3CCCS3(=O)=O)cc2)nc2ccccc2c1C
-3%	CC(C)(C)OC(=O)N1CCC(c2c(C(=O)NCCN3CCOCC3)cnn2-c2ccc(F)cc2)CC1
30%[activator]	FC(F)(F)c1ccccc1N/N=C/c1ccc(Cl)cc1Cl
?	CCC(C)NC(=O)c1ccc(-c2nnc3ccc(NC(=O)C4CC4)cn23)cc1 (configuration not stated)
-20%	COC(=O)C1=C(C)N=C2SC=C(CC(=O)N3CCC(C)CC3)N2C1c1cccc(OC)c1 (configuration not stated)
18%	O=C(CCc1ccccc1)N1CCC(c2n[nH]c(=O)n2Cc2ccc(F)cc2)CC1
-18%[115 µM]	COc1cccc(N2C(=O)NC(=NC3CCCC3)C23CCN(Cc2ccccc2)C3)c1 (configuration not stated)
?	CC(C)C1CN(CC2CCC(N)CC2)CCC(=O)N1Cc1ccc(F)cc1 (configuration not stated)
34%[activator]	Cc1cccc(C)c1NC(=O)CCC1CCCC1
2%	CCOc1ccc(-c2cc(-c3nc(-c4ccc(OC)c(OC)c4)no3)[nH]n2)cc1
7%	COc1ccccc1C1=NOC(C(=O)N2CCN(c3ccccc3)CC2)C1 (configuration not stated)
12%	CS(=O)(=O)N1CCCC1c1noc(CCC(=O)NC2CCS(=O)(=O)C2)n1 (configuration not stated)
6%	COc1ccc(S(=O)(=O)N2CCSC2c2cc(OC)c(OC)cc2OC)cc1 (configuration not stated)
?	Cc1ccc(C)c(NC(=O)CC2NCCNC2=O)c1 (configuration not stated)
-7%	Cc1ccc(-c2ccc3nnc(SCC(=O)NCC4CCCO4)n3n2)cc1 (configuration not stated)
-3%	CCOC(=O)c1cnc2ccc(OC)cc2c1Nc1ccccc1CC
15%	CC(C)(C)c1ccc(C(=O)Nc2cccc(C#N)c2)cc1Br
19%	COc1ccc(NC(=O)[C@@H]2COCC(=O)N2Cc2ccccc2)cc1
-6%	COC(=O)c1cccc(C(=O)NCC2CCCCC2)c1
1%	NC(=O)c1ccc(NC(=O)c2cccc3c2OCCCO3)cc1
-14%[115 µM]	O=[S+]1([O-])NC2(CCN(Cc3ccccn3)CC2)COc2ccccc21
?	OCc1ccc(CN2CCC[C@H]2c2nc(-c3ccc(N4CCOCC4)nc3)no2)o1
-5%	COc1cccc(C2C3=C(CC(C)(C)CC3=O)Nc3ccccc3N2C(=O)C(F)(F)F)c1OC (configuration not stated)
-24%	COc1ccc(CN(C)CC(=O)N2c3ccccc3NC(=O)CC2C)cc1F (configuration not stated)
-10%	COc1ccc2oc(-c3ccc(C)c(NC(C)=O)c3)nc2c1
?	COc1ccc(S(=O)(=O)NC2CCCCC2)c2cccnc12
?	COc1ccc(-n2c(=O)c3c4c(sc3n(Cc3ccc(F)cc3)c2=O)CCCC4)c(OC)c1
4%	CCOC(=O)/C(C#N)=C/Nc1ccccc1NS(=O)(=O)c1ccc(C)c(C)c1
?	O=C(NCc1cccs1)c1ccc(CSc2nc3cccnc3n2Cc2ccc(F)cc2)cc1
2%	CN1CCN(C(=O)CN2CCN(C(C(=O)O)c3cn(CCC(=O)O)c4cc(F)ccc34)CC2)CC1 (configuration not stated)
-5%	O=C(O)CCCn1c(=O)c2cccn2c2ccc(F)cc21
?	CC(C)(C)C1CCc2oc3ccc(NS(=O)(=O)c4ccc(C(=O)O)cc4)cc3c2C1 (configuration not stated)
-18%	CCOc1ccc(C(=O)N2CCC(Cc3nc(-c4ccc(F)cc4)no3)CC2)cc1OCC
7%	Cc1ncoc1C(=O)N[C@@H]1CN(Cc2ccccc2)C[C@H]1CN(C)C
6.3µM*	O=C(c1cc2c(s1)CN(C1CCCC1)C2)N1CCCN(c2ncccn2)CC1
?	CCCn1ccnc1CN1C[C@@H](NC(=O)c2ccon2)C[C@H]1C(=O)NCC
32%[activator]	O=C(CCC(=O)N1CCN(c2ccc(F)cc2)CC1)c1ccc(F)cc1
7%	O=C(O)CCC(=O)Nc1ccc(S(=O)(=O)NCC(=O)c2ccccc2)cc1
7%	Cc1cccc(S(=O)(=O)N2C[C@@H](F)C[C@H]2C(=O)N2CCCCC2)c1
-19%	Cc1cccc(-n2ncc(C(=O)NCc3ccc4c(c3)OCO4)c2C2CCN(C(=O)OC(C)(C)C)CC2)c1

Next part:
KDM5B inh	compound
2%	CCN(CC)S(=O)(=O)c1ccc(C)c([N+](=O)[O-])c1
7%	CC(C)c1ccc(N(CC(=O)NCC2CCCO2)C(=O)CCC(=O)Nc2nccs2)cc1 (configuration not stated)
?	CCN1c2cc(C(=O)Nc3ccc(F)cc3)ccc2C(=O)N2CCCC21 (configuration not stated)
28%	O=C(CCC1CCCC1)NCC12CC3CC(CC(C3)C1)C2
?	CC1CN(C2=NC(=O)/C(=C3/C(=O)N(Cc4ccc(F)cc4)c4ccccc43)S2)CC(C)O1 (configuration not stated)
-10%	O=C(CSc1nnc2scc(-c3ccc(Cl)cc3)n12)Nc1ccccc1F
12%	CCCn1ncc2c(Nc3ccc(C)c(C)c3)ncnc21
-11%	O=C(O)CNS(=O)(=O)c1ccc(Cl)cc1
-17%	O=C(O)c1cccnc1SCC(=O)N1CCCc2ccccc21
35µM*	COc1ccc(-c2cnc3[nH]cc(CC(=O)N4CCC(OC)CC4)c3c2)cc1
-10%	COc1ccc(OC)c2c1cc(C(=O)NCCCc1nnc3ccccn13)n2C
16%	CCNC(=O)[C@@H]1C[C@H](N)CN1S(=O)(=O)c1cnn(CC)c1C
-7%	CCn1ccc(C(=O)N2CCC(c3n[nH]c(=O)n3-c3ccc(C)cc3)CC2)n1
28µM*	O=C(NCc1nnc2ccc(-c3ccccc3)nn12)c1ccco1
9%	CC(C)(O)C#Cc1ccc(C(=O)NCC(N)=O)cc1

Some of the compounds tested; count on the stated rates, not on these rows.
